From PubChem BioAssay
T cruzi growth = blocks T. cruzi growth in NIH3T3 culture | T. cruzi beta-gal in NIH3T3, GalScreen luminescence, 90 h | inhibition, % at 8.34 µM | 77,000 tested, 5.9% active;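 active = mean inhibition above about 93%, with at least 55% of replicates each passing it, limit read from the data, passing the limit was not always enough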
Pf Dd2 growth = inhibitors of Plasmodium falciparum Dd2 growth; 94,000 tested, 2.3% active; P. falciparum Dd2 growth, SYBR Green, 72 h; active compounds read low; activity change, % at 10 µM; in the data active = activity change below about -80%
C diff HTS = blocks growth of Clostridium difficile | Clostridium difficile clinical isolate growth, OD600, 24 h; active compounds read low | growth activity, negative = inhibition, % at 16 µg/mL (by protocol) | 86,000 tested, 0.25% active;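 active = mean growth activity at or below -80% and every replicate also at or below -80%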;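 note: 0% = DMSO wells and -100% = levofloxacin 16 µg/mL wells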
KDM4C inh = KDM4C (human) demethylase inhibition. AID 720574. inhibition, % at 12.5 µM. 96,000 tested, 0.15% active. Q9H3R0. GST-KDM4C 2-372, H3K9me3 peptide, LANCE TR-FRET;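 active = mean replicate inhibition above about 25%, with at least 55% of replicates also reaching it, limit read from the data, passing the limit was not always enough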
Target sequence (Q9H3R0 2-372 limits assumed): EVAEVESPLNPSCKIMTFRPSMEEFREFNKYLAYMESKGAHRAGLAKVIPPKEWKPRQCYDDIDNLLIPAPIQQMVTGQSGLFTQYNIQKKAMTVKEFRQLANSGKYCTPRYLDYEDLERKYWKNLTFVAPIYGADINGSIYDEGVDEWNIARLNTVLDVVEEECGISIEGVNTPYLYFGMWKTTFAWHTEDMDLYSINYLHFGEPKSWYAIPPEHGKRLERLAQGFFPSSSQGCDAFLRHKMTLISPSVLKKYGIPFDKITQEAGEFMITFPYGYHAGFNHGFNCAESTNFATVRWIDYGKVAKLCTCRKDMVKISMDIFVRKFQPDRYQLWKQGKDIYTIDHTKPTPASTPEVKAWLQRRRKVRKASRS
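System – N-terminal GST-fused human GASC-1 (KDM4C) fragment, residues 2-372 · Input – enzyme final amount 10 nM · Technique – LANCE TR-FRET, Eu antibody, ULight-streptavidin, EDTA, ex 340 nm, em 618/671 nm · Medium – HEPES buffer, pH 7.5, plus ascorbate · Incubation – enzyme reaction 30 min, then detection 60 min, both room temperature · Reagent – H3K9me3 peptide with Fe(II)/2OG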
Numbers without * were called inactive; . = not tested or not shown; & = joins results of further samples.

SMILES	T cruzi growth	Pf Dd2 growth	C diff HTS	KDM4C inh
C[C@@H]1CN([C@H](C)CO)C(=O)c2cc(NC(=O)Cc3cn(C)c4ccccc34)ccc2O[C@H]1CN(C)CC1CCCCC1	58	-22	5	-0.8
C[C@H](CO)N1C[C@H](C)[C@@H](CN(C)Cc2ccccn2)Oc2ncc(C#CC(C)(C)O)cc2C1=O	.	33	-2	0.0
C[C@@H]1CCCCO[C@H](CN(C)S(=O)(=O)c2cccs2)[C@@H](C)CN([C@@H](C)CO)C(=O)c2cc(NC(=O)c3ccccc3)ccc2O1	93	-78	-8	-2.2
C[C@@H]1CCCCO[C@H](CN(C)C(=O)c2ccncc2)[C@H](C)CN([C@H](C)CO)C(=O)c2cc(NS(=O)(=O)c3cn(C)cn3)ccc2O1	16	39	11	-4.1
C[C@H](NC(=O)C[C@H]1CC[C@@H]2[C@H](COC[C@H](O)CN2Cc2cc(F)ccc2F)O1)c1ccccc1	16	10	-5&-8	1.8
COCC(=O)Nc1ccc2c(c1)[C@@H]1C[C@H](CC(=O)N3CCN(C)CC3)O[C@H](CO)[C@@H]1O2	3	21	0	1.2
CC(C)C#Cc1ccc2c(c1)O[C@H](CN(C)Cc1ccccn1)[C@H](C)CN([C@H](C)CO)S2(=O)=O	58	-54	25	.
Cc1noc(C)c1S(=O)(=O)Nc1ccc2c(c1)C(=O)N([C@@H](C)CO)C[C@H](C)[C@H](CN(C)C(=O)Nc1ccc3c(c1)OCO3)O2	29	-11	.	1.2
C[C@H]1CN([C@@H](C)CO)C(=O)c2cc(NS(=O)(=O)c3cccs3)ccc2O[C@@H]1CN(C)C(=O)Nc1ccc(F)cc1	-4	5	-4	0.2
O=C(c1ccccc1F)N1C[C@H]2O[C@@H](CNS(=O)(=O)c3ccccc3)CC[C@H]21	.	28	-7	.
COc1ccc(S(=O)(=O)Nc2ccc3c(c2)CC(=O)N([C@@H](C)CO)C[C@H](C)[C@H](CN(C)Cc2ccc(C(=O)O)cc2)O3)cc1	23	5	10	-0.8
COc1ccc(S(=O)(=O)Nc2ccc3c(c2)CC(=O)N([C@H](C)CO)C[C@H](C)[C@H](CN(C)S(=O)(=O)c2cccs2)O3)cc1	22	-76	0	-0.3

Profiles, quoted from the list. Order of screens: T cruzi growth | Pf Dd2 growth | C diff HTS | KDM4C inh
`COCC(=O)Nc1ccc2c(c1)[C@@H]1C[C@H](CC(=O)N3CCN(C)CC3)O[C@H](CO)[C@@H]1O2` across the screens: 3 | 21 | 0 | 1.2
`C[C@@H]1CCCCO[C@H](CN(C)S(=O)(=O)c2cccs2)[C@@H](C)CN([C@@H](C)CO)C(=O)c2cc(NC(=O)c3ccccc3)ccc2O1` across the screens: 93 | -78 | -8 | -2.2
`C[C@H](NC(=O)C[C@H]1CC[C@@H]2[C@H](COC[C@H](O)CN2Cc2cc(F)ccc2F)O1)c1ccccc1` across the screens: 16 | 10 | -5&-8 | 1.8
`COc1ccc(S(=O)(=O)Nc2ccc3c(c2)CC(=O)N([C@@H](C)CO)C[C@H](C)[C@H](CN(C)Cc2ccc(C(=O)O)cc2)O3)cc1` across the screens: 23 | 5 | 10 | -0.8
`Cc1noc(C)c1S(=O)(=O)Nc1ccc2c(c1)C(=O)N([C@@H](C)CO)C[C@H](C)[C@H](CN(C)C(=O)Nc1ccc3c(c1)OCO3)O2` across the screens: 29 | -11 | . | 1.2

Part of the list above, with values under each structure.
Under each structure: T cruzi growth | Pf Dd2 growth | C diff HTS | KDM4C inh
C[C@@H]1CCCCO[C@H](CN(C)C(=O)c2ccncc2)[C@H](C)CN([C@H](C)CO)C(=O)c2cc(NS(=O)(=O)c3cn(C)cn3)ccc2O1
 : 16 | 39 | 11 | -4.1
C[C@H]1CN([C@@H](C)CO)C(=O)c2cc(NS(=O)(=O)c3cccs3)ccc2O[C@@H]1CN(C)C(=O)Nc1ccc(F)cc1
 : -4 | 5 | -4 | 0.2

Next compounds.
SMILES	T cruzi growth	Pf Dd2 growth	C diff HTS	KDM4C inh
CCNC(=O)[C@@H]1[C@@H](CO)[C@@H]2Cn3c(ccc(-c4ccccc4F)c3=O)[C@@H]2N1C	9	1	3	5.5
O=C(NC1CCCCC1)N[C@H]1CC[C@H](CCNS(=O)(=O)c2ccc(Cl)cc2)O[C@H]1CO	-3	-15	-3	1.4
C[C@H](CO)N1C[C@H](C)[C@@H](CN(C)CC2CCCCC2)Oc2ccc(NC(=O)Nc3ccc(F)cc3)cc2C1=O	11	-1	2	-0.1
COCCNC(=O)C[C@@H]1C[C@H]2c3cc(NC(=O)Nc4ccccc4)ccc3O[C@H]2[C@@H](CO)O1	48	8	-2	0.5
C[C@H](CO)N1C[C@H](C)[C@@H](CN(C)S(=O)(=O)c2ccc(Cl)cc2)OCCCC[C@H](C)Oc2ccc(NS(=O)(=O)c3cn(C)cn3)cc2C1=O	69	-13	2	-0.4
COCC(=O)N1C[C@@H](C)[C@H](OC)CN(C)C(=O)c2ccc(NC(=O)c3cnccn3)cc2OC[C@@H]1C	.	10	-9	0.4
COc1ccccc1CN1[C@@H](CO)[C@@H](c2ccccc2)C12CN(C(C)=O)C2	.	-5	-4	0.6
CC(C)NC(=O)Nc1ccc2c(c1)C(=O)N([C@@H](C)CO)C[C@H](C)[C@H](CN(C)C(=O)Nc1ccc(F)cc1)O2	12	28	-3	-0.1
COc1ccc(S(=O)(=O)Nc2ccc3c(c2)CC(=O)N([C@@H](C)CO)C[C@@H](C)[C@H](CN(C)CC2CC2)O3)cc1	69&14	-14&-6	1&1	1.3
C[C@H]1CN([C@@H](C)CO)S(=O)(=O)c2ccc(-c3cccc(F)c3)cc2O[C@H]1CN(C)C(=O)Nc1cc(F)ccc1F	112*	-54	6	-2.0
C[C@@H]1CN([C@H](C)CO)C(=O)c2cccc(NC(=O)C3CCOCC3)c2O[C@@H]1CN(C)Cc1ccccc1	-5	35	0	1.0
C[C@H](CO)N1C[C@H](C)[C@H](CN(C)S(=O)(=O)c2cn(C)cn2)OCc2ccccc2-c2c(n(C)c3ccccc23)C1=O	33	-45	-1	0.6
CO[C@H]1CN(C)C(=O)c2cc(NC(=O)Nc3ccccc3F)ccc2OC[C@H](C)NC[C@@H]1C	-45	15	.	-0.4
CCS(=O)(=O)Nc1ccc2c(c1)C(=O)N(C)[C@@H]1CC[C@H](CC(=O)N3CCN(C)CC3)O[C@H]1CO2	46	22	-7	1.1
CCC(=O)N1[C@H](CO)[C@H](c2ccc(C3=CCCC3)cc2)[C@@H]1CNC(=O)CN(C)C	-9	-12	2	2.5
CC(C)NC(=O)N(C)C[C@H]1Oc2c(NC(=O)Nc3ccc4c(c3)OCO4)cccc2C(=O)N([C@@H](C)CO)C[C@@H]1C	-8	25	-9	3.5
COC(=O)C[C@@H]1CC[C@H]2[C@H](COc3ccc(NC(=O)c4ccccc4OC)cc3C(=O)N2C)O1	24	0	1	0.1
Cc1ccc(S(=O)(=O)N2C[C@@H]3[C@H](c4ccccc42)[C@@H](CO)N3Cc2cccnc2)cc1	27	4	-1	0.3
C[C@H](CO)N1C[C@H](C)[C@@H](CN(C)C(=O)Nc2ccc(C(F)(F)F)cc2)Oc2ccc(NS(=O)(=O)c3ccc(F)cc3)cc2C1=O	.	-9	11	0.0
CO[C@@H]1CN(C)C(=O)c2ccc(NC(=O)Nc3cc(F)ccc3F)cc2OC[C@H](C)N(C(=O)c2cnccn2)C[C@@H]1C	-86	-29	.	-2.3
C[C@H](CO)N1C[C@H](C)[C@H](CN(C)S(=O)(=O)c2ccc(Cl)cc2)Oc2ccc(NC(=O)NC3CCCCC3)cc2CC1=O	27	-1	15	1.5
CN(C)C(=O)C[C@H]1CC[C@@H]2[C@H](COC[C@@H](O)CN2CC2CCCCC2)O1	-8	9	-1&-2	-0.9
COc1ccc(S(=O)(=O)N(C)C[C@@H]2OCCCC[C@@H](C)Oc3ccc(NC(=O)Nc4cccc5ccccc45)cc3C(=O)N([C@H](C)CO)C[C@@H]2C)cc1	53	-50	0	-3.2
Cc1noc(C)c1S(=O)(=O)N(C)C[C@@H]1OCCCC[C@@H](C)Oc2ccc(NC(=O)C3CCCCC3)cc2C(=O)N([C@H](C)CO)C[C@H]1C	5	-61	8	-0.4
C[C@@H]1CN([C@H](C)CO)C(=O)c2cccc(NS(=O)(=O)c3ccc(Cl)cc3)c2O[C@H]1CN(C)S(=O)(=O)c1ccccc1	22	31	6	1.5
C[C@H]1CN([C@@H](C)CO)C(=O)c2cc(C#Cc3ccccc3F)cnc2O[C@H]1CN(C)C(=O)Cc1ccncc1	90	-67	5	0.2
C[C@@H]1CCCCO[C@@H](CN(C)C(=O)Nc2ccc(C(F)(F)F)cc2)[C@H](C)CN([C@H](C)CO)C(=O)c2cc(NC(=O)c3ccncc3)ccc2O1	77	-7	7	-0.9
C[C@@H]1CCCCO[C@H](CN(C)Cc2ccc(C(=O)O)cc2)[C@H](C)CN([C@H](C)CO)C(=O)c2cc(NC(=O)Nc3ccc(C(F)(F)F)cc3)ccc2O1	45	-46	-4	0.4
CO[C@@H]1CN(C)C(=O)c2cc(NC(=O)C3CCCC3)ccc2OC[C@H](C)N(C(C)=O)C[C@H]1C	8	25	0	0.7
COc1ccc(S(=O)(=O)N(C)C[C@H]2Oc3ccc(NS(C)(=O)=O)cc3CC(=O)N([C@H](C)CO)C[C@H]2C)cc1	-4	-1	15	-1.0
c1cncc(-c2ccc(C3[C@H]4CNC[C@@H]3N4Cc3ccc4c(c3)OCO4)cc2)c1 (some centres not stated)	.	13&-25	12&-6	1.3&0.5
CC(C)NC(=O)N1C[C@@H]2[C@H](c3ccccc31)[C@@H](CO)N2C(=O)c1ccccc1	22	29	-1	2.2
C[C@H](CO)N1C[C@H](C)[C@H](CN(C)Cc2ccc(Oc3ccccc3)cc2)Oc2ccc(NC(=O)Nc3ccc(C(F)(F)F)cc3)cc2CC1=O	53	-25	3	-0.6
CN1C(=O)c2cc(NC(=O)Cc3cccs3)ccc2OC[C@H]2O[C@H](CC(=O)NCC3CCCCC3)CC[C@@H]21	0	5	8	-3.2
COC(=O)C[C@@H]1CC[C@@H]2[C@H](COc3ccc(NS(C)(=O)=O)cc3C(=O)N2C)O1	7	4	-2	0.6
CC(C)NC(=O)Nc1ccc2c(c1)C(=O)N(C)[C@H]1CC[C@H](CC(=O)Nc3ccc(F)cc3)O[C@@H]1CO2	34	6	-5	2.9
O=C(C[C@H]1CC[C@H]2[C@@H](COC[C@H](O)CN2CCC(F)(F)F)O1)N1CCC(Cc2ccccc2)CC1	65	-10	51&-12	0.3
O=C(O)C[C@H]1C[C@H]2c3cc(NC(=O)Nc4ccc(F)cc4)ccc3O[C@H]2[C@H](CO)O1	-57	15	0	-0.9
C[C@@H]1CN([C@H](C)CO)C(=O)c2cc(NS(=O)(=O)c3ccccc3)ccc2O[C@@H](C)CCCCO[C@H]1CN(C)C(=O)Nc1ccc(C(F)(F)F)cc1	99	-61	5	1.4
C[C@H]1CN([C@@H](C)CO)C(=O)c2cc(-c3cccc(C(=O)N(C)C)c3)cnc2O[C@@H]1CN(C)S(=O)(=O)c1ccc(F)cc1	3	-38	-2	1.4
CCCC#Cc1cnc2c(c1)C(=O)N([C@H](C)CO)C[C@@H](C)[C@H](CN(C)C(=O)Cc1cccnc1)O2	46	-7	.	-1.4
CN1c2ccc(C3=CCCCC3)cc2[C@@H]2[C@@H](CCN2C(=O)c2ccccc2F)[C@@H]1CO	39	-12	10	0.0
CCCNC(=O)Nc1ccc2c(c1)OC[C@H](C)N(C(=O)c1ccccc1F)C[C@@H](C)[C@@H](OC)CN(C)C2=O	81	-8	.	1.5
CN(C)c1ccc2c(c1)[C@H]1C[C@@H](CC(=O)NCc3ccccn3)O[C@@H](CO)[C@H]1O2	-31	-7	1	13
C[C@@H]1CN([C@H](C)CO)S(=O)(=O)c2ccc(-c3cccnc3)cc2O[C@@H]1CN(C)C(=O)CN(C)C	76	19	-1	16
CNC[C@H]1Oc2c(NS(=O)(=O)c3ccc(Cl)cc3)cccc2C(=O)N([C@H](C)CO)C[C@@H]1C	.	4	5	0.8
C/C=C/c1ccc2c(c1)O[C@@H](CN(C)C(=O)NC(C)C)[C@@H](C)CN([C@H](C)CO)S2(=O)=O	-5	-6	-1	-0.6
C[C@@H]1CN([C@H](C)CO)C(=O)c2cccc(NC(=O)Nc3ccc4c(c3)OCO4)c2O[C@@H]1CN(C)Cc1ccc(-c2ccccc2)cc1	34	-13	6	-2.2
CN(C)C(=O)c1cccc(-c2ccc([C@@H]3[C@@H](CO)N4CCCCN(S(C)(=O)=O)C[C@@H]34)cc2)c1	99*	34	-8	-0.8
COc1ccc2c3c(n(C)c2c1)[C@@H](CO)N(Cc1ccccc1F)CC31CCN(C(=O)C2CCC2)CC1	.	-36	16	-2.3
C[C@@H]1CN([C@H](C)CO)C(=O)Cc2cc(NC(=O)C3CC3)ccc2O[C@H]1CN(C)S(=O)(=O)c1cn(C)cn1	-1	-2	-3	-1.2
C[C@@H]1CN([C@H](C)CO)C(=O)c2cc(C#Cc3ccccc3)cnc2O[C@@H]1CN(C)C(=O)C1CC1	56	-62	-2	4.5
C[C@H](CO)N1C[C@H](C)[C@@H](CN(C)C(=O)Nc2ccc3c(c2)OCO3)OCc2ccccc2-c2ccccc2C1=O	-25	9	-6	0.6
CC(C)NC(=O)N(C)C[C@H]1OCCCC[C@H](C)Oc2ccc(NS(=O)(=O)c3ccc(F)cc3)cc2C(=O)N([C@H](C)CO)C[C@@H]1C	-19	.	-9	7.3
